STAT1 inh: reduces IFN-gamma driven STAT1 reporter signal | AID 920 | inhibition, % at 5.5 µM | 200,000 tested, 0.35% active | NIH 3T3 STAT1-luciferase reporter, luminescence;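 active means inhibition above a set limit, the mean inhibition across all tested compounds plus 3 SD, cut at about 34% in these data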;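 further: 0% = IFN-gamma with DMSO and 100% = IFN-gamma with 300 µM nifuroxazide; values of inactives mirror those of a sister screen read the other way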
RAM network inh: inhibitors of the yeast RAM network | S. cerevisiae dse1pr::URA3 reporter, 5-FOA growth OD615, 2 d; analog-sensitive cbk1-as2 kinase mutant strain | inhibition, % at 50 µM | 190,000 tested, 1.8% active;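 active means inhibition above a set limit, 3 SD over mean compound inhibition, cut at about 8.4% in these data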;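 further: 0% = DMSO-only wells with no growth and 100% = 10 µM 1-NA-PP1 full growth; inhibition rescues growth on 5-FOA so higher OD means more RAM inhibition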
PPARg SRC-2 ag: agonists of SRC-2 recruitment by human PPARgamma. 200,000 tested, 0.34% active. P37231. activation, % at 8 µM. PPARgamma LBD-SRC-2 recruitment, biochemical; in the data active means activation above about 22%;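 further: 0% = vehicle and 100% = reference agonist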
TLR4-MyD88 BLA: blocks binding of human TLR4 to MyD88 | inhibition, % at 8.4 µM | HeLa CL3-4 TLR4/MyD88 BLA complementation, FRET ratio | 200,000 tested, 0.18% active | O00206+Q99836 | AID 861; in the data active means inhibition above about 25%;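 further: 0% = vehicle and 100% = reference inhibitor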
ROMK mod: modulates human ROMK potassium channel activity. P48048. Tet-inducible ROMK, thallium flux fluorescence; actives lie on both sides. B-score at 10 µM. 130,000 tested, 2% active. AID 1918;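 active means signal ratio slope over the read window, or its plate-corrected B-score, at least 3 SD from the plate mean, either direction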;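 further: B-score of the F/F0 ratio slope over 7 to 12 s after thallium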
Target sequence (P48048 whole entry, looked up): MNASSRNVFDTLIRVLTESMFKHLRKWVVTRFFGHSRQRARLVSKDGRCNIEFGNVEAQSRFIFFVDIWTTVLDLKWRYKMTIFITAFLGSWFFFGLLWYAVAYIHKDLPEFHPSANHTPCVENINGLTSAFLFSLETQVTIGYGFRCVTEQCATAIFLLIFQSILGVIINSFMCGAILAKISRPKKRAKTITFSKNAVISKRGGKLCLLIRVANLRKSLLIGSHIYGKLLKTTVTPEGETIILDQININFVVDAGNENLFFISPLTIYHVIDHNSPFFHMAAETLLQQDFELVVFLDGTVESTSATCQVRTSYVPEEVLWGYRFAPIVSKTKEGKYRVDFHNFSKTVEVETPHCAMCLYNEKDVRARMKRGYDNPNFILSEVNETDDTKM
PPARg SRC3 recr: agonists of human PPARgamma SRC-3 coactivator recruitment. P37231. activation, % at 8 µM. biochemical PPARgamma/SRC-3 coactivator recruitment assay. 200,000 tested, 0.26% active; in the data active means activation above about 23%;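 further: 0% = DMSO and 100% = reference agonist; some compounds past the cut are filed as inactive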
STAT3 activator: STAT3 signaling activation; U3A cells, IL-6 STAT3-luciferase reporter, luminescence; 100% = signal with IL-6 EC80 alone; activation (% of control), % at 5.6 µM; 190,000 tested, 0.91% active;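 active means activation above the screen-wide mean of compound activation plus 3 SD, cut at about 130% in these data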;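 further: 0% = background luminescence of wells with medium and substrate only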
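Material: STAT3-luciferase reporter U3A cells; Probe or stimulus: IL-6 (33 ng/mL); Incubation: compound pre-incubation 1 h before IL-6, then 6 h stimulation at 37 °C; Technique: luminescence from STAT3-driven luciferase reporter; Evaluation: % activation versus median of IL-6-stimulated wells; Controls: IL-6-only high control.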
STAT3 inh: reduces IL-6 driven STAT3 reporter signal. 190,000 tested, 0.89% active. U3A cells, IL-6 STAT3-luciferase reporter, luminescence; host cell line lacks STAT1. inhibition, % at 5.5 µM;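 active means inhibition above the mean inhibition across all screened compounds plus 3 SD, cut at about 44% in these data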;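 further: 0% = DMSO only wells and 100% = 100 µM nifuroxazide control wells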
S1P3 antagonist: antagonists of human S1P3 receptor; AID 485; inhibition, % at 4.98 µM; Q99500; 170,000 tested, 0.27% active; CHO S1P3 NFAT-BLA reporter, FRET fluorescence, antagonist mode;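 active means inhibition above the plate cutoff, the mean inhibition of test wells on that plate plus 3 SD, cut at about 28% in these data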;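 further: cells challenged with S1P at its EC80 of 0.8 µM; blue over green emission ratio from cleaved BLA substrate after 4 h stimulation; 0% = S1P-stimulated wells and 100% = unstimulated DMSO-only wells; some compounds past the cut are filed as inactive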
Target sequence (Q99500 whole entry, looked up): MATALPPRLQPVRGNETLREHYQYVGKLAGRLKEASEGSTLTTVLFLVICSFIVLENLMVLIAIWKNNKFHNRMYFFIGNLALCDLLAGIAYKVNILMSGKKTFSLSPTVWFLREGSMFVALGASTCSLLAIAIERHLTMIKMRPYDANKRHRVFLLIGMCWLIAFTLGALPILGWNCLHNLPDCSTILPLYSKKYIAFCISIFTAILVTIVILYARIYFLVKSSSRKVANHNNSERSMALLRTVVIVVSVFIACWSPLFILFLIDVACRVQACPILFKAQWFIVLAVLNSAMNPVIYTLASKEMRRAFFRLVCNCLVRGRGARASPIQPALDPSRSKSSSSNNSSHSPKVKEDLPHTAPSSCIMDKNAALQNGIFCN
PPARg SRC1 recr: agonists of human PPARgamma SRC-1 coactivator recruitment. P37231. PPARgamma-SRC-1 coactivator recruitment biochemical assay. activation, % at 8 µM. 200,000 tested, 0.41% active; in the data active means activation above about 19%;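 further: 0% = DMSO and 100% = reference agonist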
SRC2 TRFRET art: TR-FRET artefact, counter-screen to PPARgamma/SRC-2 agonist assay. hits give high values. TR-FRET ratio at 8 µM. 200,000 tested, 0.4% active. AID 1049; in the data active means TR-FRET ratio above about 2000; further: inactives centre near 1500
* = called active by the depositor; / = no result given.

SMILES	STAT1 inh	RAM network inh	PPARg SRC-2 ag	TLR4-MyD88 BLA	ROMK mod	PPARg SRC3 recr	STAT3 activator	STAT3 inh	S1P3 antagonist	PPARg SRC1 recr	SRC2 TRFRET art
Cn1cnc2cc(NS(=O)(=O)c3ccc(Br)cc3)ccc21	6	1.7	-1	-2	/	-1	101	-2	3	-6	1371
Cc1ccc(COCC(CC(C)C)N2CCN(C(=O)c3cccc(C(F)(F)F)c3)CCC2=O)cc1 (configuration not stated)	6	-0.7	2	-6	-1.7	-2	87	13	-9	-1	1340
CCN(CC)C(=O)CN(c1cccc(C(F)(F)F)c1)S(C)(=O)=O	3	-0.3	-1	-10	1.7	2	102	5	/	4	1507
COc1cccc(C(=O)c2c[nH]c(C(=O)NCc3ccco3)c2)c1	-6	3.7	9	-3	/	-7	101	9	/	3	1364
Cc1ccc(Oc2ccc(Cl)cc2NC(=O)c2cnccn2)cc1	12	1.1	5	-1	/	6	93	12	/	7	1513
O=S(=O)(NCC1CCCO1)c1cc(Cl)ccc1Cl (configuration not stated)	-1	-0.2	1	-13	0.58	-1	100	1	/	2	1685
FC(F)(F)COc1nc(N2CCOCC2)nc(N(c2ccccc2)c2ccccc2)n1	3	5.0	15	-9	-1.2	18	98	5	/	16	1619
CCc1nnc(NC(=O)CSc2nnc(C)n2CC2CCCO2)s1 (configuration not stated)	-2	-0.3	-9	7	/	4	111	-7	22	-5	1497
Cc1ccccc1N1CCN(Cc2cccc(C(=O)O)c2)CC1	-6	1.5	0	3	-0.59	11	107	-3	9	-4	1292
O=C(CCCOc1ccccc1)Nc1cccnc1	5	0.1	1	-5	/	-1	94	8	/	0	1622
N#Cc1cccc(NC(=O)Nc2cccs2)c1	7	0.7	5	4	/	11	87	19	-5	9	1666
Cc1ccc(C)c(NS(=O)(=O)c2cc(C(N)=O)ccc2C)c1	3	-0.7	-1	-1	/	-6	106	-2	8	1	1614
COc1cc2c(cc1OC)/C(=C/C#N)NC(C)(C)C2	0	0.4	-4	3	/	-9	117	-8	28	8	1479
S=C(NC1CCCC1)N1CCN(c2cccc(Cl)c2)CC1	12	1.7	6	5	0.24	2	99	5	-38	3	1498
Cc1sc2nc(CSCC(=O)N(CCC#N)c3ccccc3)[nH]c(=O)c2c1C	7	3.9	2	2	-0.42	0	104	-4	9	2	1613
CN1/C(=C/C=N/NC(=O)c2ccc([N+](=O)[O-])cc2)C(C)(C)c2ccccc21	4	1.0	11	4	-1.5	4	101	0	-12	3	1814
Cc1cc(N2CCN(C(=O)c3ccco3)CC2)n2ncc(-c3ccccc3)c2n1	-30	-1.2	-5	7	-1.3	4	101	2	-22	5	1603
Cc1ccc(NC(=O)Cn2cccc2)cc1Cl	0	-0.1	-4	-3	-2.1	1	76	32	18	-3	1522
COc1ccccc1CNC(=O)C1(C)Oc2cccnc2NC1=O (configuration not stated)	6	1.2	8	-18	0.069	2	101	1	-12	7	1510
Cc1ccc(C)c(OC(=O)c2ccncc2)c1	0	0.6	1	-3	1.2	8	100	4	/	-1	1610
Cn1c(N)c(C(=O)COC(=O)CC(NC(=O)c2ccccc2Cl)c2ccccc2)c(=O)n(C)c1=O (configuration not stated)	-2	-0.7	0	9	1	1	109	-10	-13	8	1480
CCC(Oc1ccccc1)C(=O)NCc1cccnc1 (configuration not stated)	-6	0.4	-12	15	/	-14	104	-4	-18	-3	1462
Cc1cccc(N(C(=O)c2cnc3n(c2=O)CCS3)C2CCCCC2)c1	-3	3.4	1	2	1.2	6	96	6	-27	3	1557
Cc1cccc(C2(c3cccc(C)c3)OC(=O)c3ccccc32)c1	-1	9.0*	-2	-10	/	5	99	2	/	-5	1456
O=C(O)CC(NC(=S)NCc1ccccc1)C(=O)O (configuration not stated)	3	0.1	-7	0	1.1	3	99	7	/	1	1369
(next part)
SMILES	STAT1 inh	RAM network inh	PPARg SRC-2 ag	TLR4-MyD88 BLA	ROMK mod	PPARg SRC3 recr	STAT3 activator	STAT3 inh	S1P3 antagonist	PPARg SRC1 recr	SRC2 TRFRET art
COc1ccc(C(C(=O)NC(C)(C)C)N(Cc2ccc(C)cc2)C(=O)CCC(=O)Nc2cc(C)on2)cc1 (configuration not stated)	-6	0.7	3	0	-1.5	0	108	-3	13	-2	1512
CCOc1ccc(N2CCc3c(C)nc(SC)nc32)cc1	-5	-0.5	3	3	0.27	3	88	17	-11	4	1674
CC(C)c1ccc(NC(=S)N2CCN(Cc3ccccc3)CC2)cc1	-5	3.1	6	-7	0.17	4	101	6	-12	3	1614
CN(C)c1ccc(NC(N)=S)cc1	-11	0.4	-3	3	0.64	2	107	-3	10	5	1352
NC(=O)c1ccc(NC(=O)c2cccc(Oc3ccccc3)c2)cc1	-1	3.2	-1	2	/	2	101	3	-9	3	1571
COc1ccc(CCN=C(N)NS(=O)(=O)c2ccc(C)c(C)c2)cc1	1	0.4	9	6	/	7	102	1	-10	2	1377
C(=N\Nc1nc2ccccc2s1)/c1ccc2c(c1)OCO2	-119	1.5	1	-4	/	3	118	-27	-2	0	1433
CCNS(=O)(=O)c1ccc(NC(=O)c2cncc(Br)c2)cc1	-2	1.3	3	-3	-0.4	1	97	1	-9	7	1523
O=C(c1cc2ccccc2oc1=O)N(c1ccccc1)C1C=CS(=O)(=O)C1 (configuration not stated)	10	0.0	-9	-3	/	-1	107	-6	4	1	1467
CCCCCCCC(O)CC(CC1CCCCC1)C(=O)NN (configuration not stated)	-5	0.4	-9	0	-0.28	-1	101	-1	0	-6	1465
NC(=O)C1CCN(c2ccnc3cc(Cl)ccc23)CC1	10	1.8	2	-4	0.71	-4	103	3	13	0	1599
O=C(NCc1ccco1)C1CCN(Cc2ccc(F)cc2)CC1	-5	0.8	-3	0	/	-6	102	-1	/	0	1439
Cc1ccnc2c(N3C(=O)C4C5c6ccccc6C(c6ccccc65)C4C3=O)cccc12 (configuration not stated)	6	2.8	7	0	0.0065	-2	88	21	/	7	1605
CCOC(=O)c1ccc(NC(=O)NC2CCN(CC(=O)NCc3ccc4c(c3)OCO4)CC2)cc1	-9	-1.1	1	-3	1	-8	103	-1	9	-2	1699
CCCOc1ccc(C2C(C#N)=C(N)Oc3nc[nH]c(=O)c32)cc1OC (configuration not stated)	-5	1.4	6	-2	/	6	103	1	-10	12	1616
Cc1cccc(NC(=O)CN(C)S(=O)(=O)c2ccc(Cl)cc2)n1	-1	1.8	8	-1	-1.2	0	104	2	-19	1	1596
COc1ccc(CSc2nncn2N)cc1[N+](=O)[O-]	-7	1.7	-6	6	/	-2	104	-6	3	2	1532
CCOC(=O)c1cnc(-n2nc(C)cc2C)nc1Nc1ccc(N(C)C)cc1	0	0.5	4	-6	/	16	100	4	37	5	1373
C=CCNC(=S)NNC(=O)c1ccc(OCC)cc1	5	0.2	3	-2	/	1	98	7	/	-4	1553
CCN(CC)S(=O)(=O)c1csc(C(=O)NC2CCCCC2)c1	-1	1.6	14	-12	/	11	97	9	-26	-4	1595
CC(C)(Nc1ccccc1)C(=O)c1ccccc1	-4	0.4	-2	1	-0.00059	1	93	12	-9	2	1764
CC(O)c1nc2ccccc2n1C1CCCCC1 (configuration not stated)	4	2.1	3	13	/	-6	96	9	-33	6	1624
CCOC(=O)Cc1csc(NC(=O)CSc2nnnn2-c2ccc(CC)cc2)n1	4	4.7	4	-3	/	-12	88	23	-14	3	1330
COCCCNC(=O)c1c[nH]c2ccc(S(=O)(=O)N3CCc4ccccc43)cc2c1=O	25	4.1	2	-9	0.74	2	91	20	1	5	1718
CC1=CC(=O)N(c2cccc(C(F)(F)F)c2)C1c1ccc(Cl)cc1 (configuration not stated)	3	1.5	-1	-11	/	-9	100	6	/	-1	1306
Next structures follow.
SMILES	STAT1 inh	RAM network inh	PPARg SRC-2 ag	TLR4-MyD88 BLA	ROMK mod	PPARg SRC3 recr	STAT3 activator	STAT3 inh	S1P3 antagonist	PPARg SRC1 recr	SRC2 TRFRET art
NS(=O)(=O)c1ccc(NC(=O)COC(=O)C2CCCCC2)cc1	-15	1.9	1	4	0.26	-2	104	0	-4	-6	1406
Brc1ccc(Sc2cnc3ccccc3n2)cc1	-22	0.3	-2	3	-0.0077	-2	100	0	/	-2	1593
C(#CCN1CCOCC1)COCCCOC(c1ccccc1)c1ccccc1	5	1.1	11	-5	/	1	102	1	/	7	1465
O=C(CSCc1nc2ccccc2[nH]1)Nc1ccccc1	2	2.0	-1	5	/	-4	105	-6	/	0	1418
CC(C)C(=O)Nc1cccc(NC(=O)CCN2C(=O)c3ccccc3S2(=O)=O)c1	-26	0.0	6	1	/	13	95	6	16	7	1591
Cc1c(CN(C)C(=O)c2ccc(Br)o2)cnn1C	-3	0.2	1	-2	0.64	12	101	1	/	-2	1244
CCOc1ccc2nc(N/C(N)=N/C(=S)Nc3cccc(C)c3)nc(C)c2c1	-3	4.8	-2	11	/	6	86	24	/	10	1541
CCCCOc1[nH]c2nc(-c3ccco3)n(Cc3ccco3)c(=N)c2c1C#N	-3	5.9	4	4	/	-1	79	31	-22	5	1469
CCOC(=O)N1CCN(c2cccc(C)c2C)CC1	0	0.0	-1	-9	-0.55	1	92	13	0	-4	1726
Cc1ccc(NC(=O)C2CC(=O)n3c(nc4ccccc43)N2)cc1Cl (configuration not stated)	-7	4.0	-1	4	-0.64	-6	96	6	-13	-1	1492
C[C@@H](NC(=O)c1coc(=O)c(Br)c1)c1ccccc1	8	2.2	-3	-3	-0.74	-13	91	18	/	-6	1568
CCCCN(C(=O)/C=C/c1ccc(OCC(C)C)c(OCC)c1)c1c(N)n(CCC)c(=O)[nH]c1=O	-12	6.2	-6	3	0.52	-2	107	-2	-29	1	1464
COc1ccc(CCNC2CC(=O)N(CCc3ccccc3)C2=O)cc1OC (configuration not stated)	13	/	0	8	-0.057	13	92	17	-5	5	1562
Cc1ccc(C)c(-c2csc(NC(=O)c3cnccn3)n2)c1	5	3.4	-9	-25	3.4	-4	89	20	-14	-4	1418
O=c1c2cc(Br)ccc2nc(-c2ccc([N+](=O)[O-])cc2)n1O	-12	-0.5	1	3	1.1	2	110	2	-11	10	1559
Cc1cccc(OCC(=O)Nc2cccc(C(=O)Nc3ccccc3C(=O)O)c2)c1	10	5.2	4	-8	/	6	100	-1	-8	11	1724
CCOC(=O)c1c(-c2ccc(C)s2)csc1N	2	3.0	2	14	/	2	95	10	-13	10	1736
CCCCN1C(=O)N(C)C2C1N(C)C(=O)N2CCCC (configuration not stated)	0	0.2	6	-4	0.66	2	98	5	/	10	1510

Given with bars between the fields: part of the list above.
mol | STAT1 inh | RAM network inh | PPARg SRC-2 ag | TLR4-MyD88 BLA | ROMK mod | PPARg SRC3 recr | STAT3 activator | STAT3 inh | S1P3 antagonist | PPARg SRC1 recr | SRC2 TRFRET art
Brc1ccc(Sc2cnc3ccccc3n2)cc1 | -22 | 0.3 | -2 | 3 | -0.0077 | -2 | 100 | 0 | / | -2 | 1593
COc1ccc(CCNC2CC(=O)N(CCc3ccccc3)C2=O)cc1OC (configuration not stated) | 13 | / | 0 | 8 | -0.057 | 13 | 92 | 17 | -5 | 5 | 1562
